p47phox inh: blocks human p47phox regulatory protein of NADPH oxidases; p47phox/p22phox peptide binding, fluorescence polarization, 2 h; inhibition, % at 24.7 µM; actives 0.53% (n = 220,000);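 active means inhibition above about 30%, limit read from the data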;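 further: 0% = p47phox with labelled peptide and 100% = labelled peptide alone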
EBV gp42 inh: EBV gp42 inhibition. Q1HVG2. Fluorescence polarization binding assay, mP read-out. inhibition, % (tested at 21.74 µM). actives 0.42% (n = 220,000); in the data active means inhibition above about 50%
Target sequence (Q1HVG2 whole entry, looked up): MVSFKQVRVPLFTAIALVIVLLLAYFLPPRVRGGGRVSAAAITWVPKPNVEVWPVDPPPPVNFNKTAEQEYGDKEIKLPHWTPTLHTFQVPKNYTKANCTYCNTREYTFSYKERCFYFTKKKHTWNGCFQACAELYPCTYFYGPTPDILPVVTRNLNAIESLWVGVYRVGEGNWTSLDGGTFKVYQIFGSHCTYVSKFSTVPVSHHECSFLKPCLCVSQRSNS
Runt-CBFb FRET: blocks binding of human RUNX1 Runt domain to CBFb; Cerulean-Runt/Venus-CBFb FRET ratio 530/480, 1 h; inhibition, % at 20 µM; actives 0.46% (n = 220,000); AID 1496;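 active means inhibition over about 50% at 20 µM in the single-dose screen, limit read from the data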;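 further: 0% = DMSO wells and 100% = excess unlabeled CBFb competitor control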
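Reagent – Venus-CBFb binding partner, 100 nM · Assay system – Cerulean-tagged RUNX1 Runt domain (FRET donor) fusion protein · Input – 100 nM per protein · Incubation – two 1 h room-temperature incubations shielded from light · Measured by – FRET fluorescence · Medium – Tris buffer pH 7.5 with salts and BSA · Benchmarks – unlabeled CBFb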
14-3-3 Bad PPI: disrupts binding of bovine 14-3-3 zeta to phospho-Bad peptide | P63103 | inhibition, % at 21.7 µM | actives 0.71% (n = 220,000) | TR-FRET 14-3-3zeta/Dy647-pBad peptide displacement, 1 h;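 active means inhibition above about 70%, limit read from the data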;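 further: 0% = full 14-3-3 plus peptide FRET controls and 100% = background without 14-3-3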
Target sequence (P63103 whole entry, looked up): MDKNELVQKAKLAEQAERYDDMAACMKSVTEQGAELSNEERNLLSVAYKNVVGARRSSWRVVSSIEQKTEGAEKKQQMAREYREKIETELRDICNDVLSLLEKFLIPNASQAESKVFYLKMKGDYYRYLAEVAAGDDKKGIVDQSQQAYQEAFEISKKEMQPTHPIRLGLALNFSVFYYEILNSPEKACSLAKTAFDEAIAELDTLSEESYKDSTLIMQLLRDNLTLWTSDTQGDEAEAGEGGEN
Hck Nef HTS: human Hck-Nef kinase inhibition | P08631 | Recombinant Hck-YEEI plus Nef, Z-Lyte FRET kinase assay | inhibition, % at 20 µM | actives 0.68% (n = 220,000) | AID 463187;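 active means Hck-Nef kinase inhibition above about 50%, limit read from the data; inactive means inhibition below that limit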;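 further: 0% = DMSO with Hck plus Nef and 100% = Hck alone without Nef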
Target sequence (P08631 whole entry, looked up): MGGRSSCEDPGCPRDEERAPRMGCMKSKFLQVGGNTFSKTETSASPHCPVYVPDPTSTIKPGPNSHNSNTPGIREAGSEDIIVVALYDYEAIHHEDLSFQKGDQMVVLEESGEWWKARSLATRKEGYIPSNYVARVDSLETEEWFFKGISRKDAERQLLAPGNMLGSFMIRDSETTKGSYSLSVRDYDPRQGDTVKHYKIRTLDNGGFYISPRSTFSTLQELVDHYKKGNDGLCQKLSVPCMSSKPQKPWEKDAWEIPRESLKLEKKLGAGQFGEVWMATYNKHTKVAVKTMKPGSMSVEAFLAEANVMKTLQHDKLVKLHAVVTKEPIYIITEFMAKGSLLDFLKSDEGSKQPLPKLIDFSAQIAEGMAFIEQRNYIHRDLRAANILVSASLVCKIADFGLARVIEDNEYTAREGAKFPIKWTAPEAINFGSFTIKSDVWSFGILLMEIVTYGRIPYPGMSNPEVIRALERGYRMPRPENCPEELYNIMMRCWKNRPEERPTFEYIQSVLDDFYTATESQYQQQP
MDM2 E3 inh: blocks human Mdm2 ubiquitin ligase activity; Q00987; cell-based MDM2 ubiquitination luciferase reporter, 2 h; 0 = plate control, 100 = twice control, blank-subtracted; signal enhancement, % at 5 µM; actives 0.11% (n = 210,000); AID 1230;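 active means signal enhancement of 30% or more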;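 further: luminescence tracks abundance of the self-degrading MDM2-luciferase fusion protein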
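Assay system: stable mammalian line carrying autodegrading MDM2–luciferase fusion reporter; Input: 2000 cells in each well; Compound dosing: single-point 5 µM; Schedule: 2 h compound exposure at 37 °C; Signal: SteadyLite luciferase luminescence after 15 min room-temperature reagent incubation; Evaluation: % luminescence enhancement versus blank-corrected plate control mean; Benchmarks: plate controls and plate blanks.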
L929 necroptosis: blocks zVAD induced death of L929 cells; L929 zVAD necroptosis rescue, ATP luminescence, 24 h; with zVAD 60 µM; viability rescue, % at 10 µM; actives 0.38% (n = 220,000); AID 1377;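 active means activation, scaled between plate controls, above about 75%, limit read from the data; inactive means activation under that limit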;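 further: 0% = zVAD with DMSO and 100% = DMSO alone without zVAD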
Tb hexokinase: blocks Trypanosoma brucei hexokinase 1 activity; recombinant TbHK1, G6PDH-coupled NADH A340; inhibition, % at 10 µM; actives 0.11% (n = 220,000); AID 1430;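 active means inhibition of 50% or more in the single-dose primary screen; inactive means inhibition below 50%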
Runt-SMMHC FRET: Runt domain-CBFb-SMMHC interaction inhibition. actives 0.74% (n = 220,000). AID 1434. inhibition, % at 20 µM. Cerulean-Runt/Venus-CBFb-SMMHC FRET ratio 530/480, 1 h. Q01196+Q13951;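 active means mean inhibition across duplicate retests at 20 µM reaching about 50%, limit read from the data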;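 further: 0% = DMSO wells and 100% = wells with excess untagged CBFb-SMMHC; inhibitors lower the FRET ratio by blocking Runt binding to CBFb-SMMHC; some results filed as inactive read as strong as hits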
Starred values were filed as active, the others as inactive; · = no result given; [ ] = remark or other dose.

SMILES	p47phox inh	EBV gp42 inh	Runt-CBFb FRET	14-3-3 Bad PPI	Hck Nef HTS	MDM2 E3 inh	L929 necroptosis	Tb hexokinase	Runt-SMMHC FRET
O=c1cc(O)c2sc3nc4c(c(C(F)(F)F)c3c2[nH]1)CCCCC4	-4	-23	20	3	8	-10	-0.7	-24	-2
COc1ccc(NC(=O)C2CCN(C(=O)NCc3ccccc3)CC2)cc1	-7	-12	1	-5[fluorescence artefact?]	0	1	-0.1	-3	0
Cc1cc(C(=O)CN(Cc2ccc(F)cc2)S(=O)(=O)c2ccc3c(c2)OCCO3)c(C)n1C	-11	-2	-2	-28	-1	-11	0.1	-11	-2
O=C(C[N+]1(CC#Cc2ccccc2)CCCCC1)c1ccccc1	-7	-17	3	-5	24	3	1.1	-2	-1
Cc1ccc(OCC(=O)Nc2ccc3c(c2)nc(CCN2CCN(C)CC2)n3C)cc1	-6	-12	-2	-2	6	-18	0.5	11	-1
CN1CCN(c2oc(-c3ccco3)nc2S(=O)(=O)c2ccccc2)CC1	-10	-14	1	1	-4	4	-0.6	-10	1
CC1Cc2ccccc2N1CC(=O)Nc1ccc(Cl)c(S(=O)(=O)N(C)C)c1 (centres undefined)	-10	-1	-8	0	8	-13	1.4	8	-15
CCOc1ccc(C(O)c2nccn2Cc2ccccc2)cc1 (centres undefined)	6	-4	-1	1	2	-10	1.6	3	2
CCc1ccccc1NC(=O)C1NC(=O)CC1c1ccccc1 (centres undefined)	-21	-15	2	1	0	-11	-0.3	-1	0
Cc1ccc2c(c1)C1CN(C)CCC1N2C(=O)c1ccccc1NS(=O)(=O)c1ccc(F)cc1 (centres undefined)	-5	0	0	-6[fluorescence artefact?]	1	-12	-0.1	-10	0

Whole records as entered above. Screens in order: p47phox inh, EBV gp42 inh, Runt-CBFb FRET, 14-3-3 Bad PPI, Hck Nef HTS, MDM2 E3 inh, L929 necroptosis, Tb hexokinase, Runt-SMMHC FRET
Record of CCc1ccccc1NC(=O)C1NC(=O)CC1c1ccccc1 (centres undefined) : -21, -15, 2, 1, 0, -11, -0.3, -1, 0
Record of CC1Cc2ccccc2N1CC(=O)Nc1ccc(Cl)c(S(=O)(=O)N(C)C)c1 (centres undefined) : -10, -1, -8, 0, 8, -13, 1.4, 8, -15
Record of CN1CCN(c2oc(-c3ccco3)nc2S(=O)(=O)c2ccccc2)CC1 : -10, -14, 1, 1, -4, 4, -0.6, -10, 1

The results go on.
SMILES	p47phox inh	EBV gp42 inh	Runt-CBFb FRET	14-3-3 Bad PPI	Hck Nef HTS	MDM2 E3 inh	L929 necroptosis	Tb hexokinase	Runt-SMMHC FRET
CCOC(=O)N1CCN(C(=O)c2cc(S(=O)(=O)N3CCCC3)cn2C)CC1	-2	5	-2	7	2	-19	0.0	-3	1
CC(C)(C)C(=O)NC1CCN(S(=O)(=O)c2ccccc2F)CC1	-4	-15	-2	5	0	-1	-1.1	31	1
CC(C)CN(CC(C)C)C(=O)C12CCC(C)(C(=O)C1)C2(C)C (centres undefined)	-5	-6	-2	-5[fluorescence artefact?]	1	2	0.5	-4	-2
Cc1cccc(NS(=O)(=O)c2cc(NC(=O)CC(=O)c3ccc([N+](=O)[O-])cc3)ccc2C)c1	35*	-2	0	-29	20	-7	0.4	6	-5
CC(C)OC(=O)CSc1nnc(-c2ccco2)n1N	-12	-15	3	-4	6	2	-0.1	5	-2
CN(C)c1ccnc(N(Cc2ccccc2)Cc2ccccc2)c1C#N	-6	-3	-2	63	-22	-11	0.9	-9	2
Cc1ccc(C(=O)NCCN2CCNC2=O)cc1	-14	-1	1	-10	-6	-7	-0.4	-6	-1
CC1=C/C(=N\N=C2\NC(=O)C(CC(=O)Nc3ccccc3F)S2)CC(C)(C)C1 (centres undefined)	-8	3	-3	-18	4	6	2.5	-7	-3
CC(C)COC(=O)/C(C#N)=C/c1cn(Cc2ccccc2)c2ccccc12	-9	-1	-6	6[fluorescence artefact?]	7	6	0.6	3	-6
O=C(O)CC1(CC(=O)NCc2ccc(C(F)(F)F)cc2)CCCCC1	-10	1	1	-16	9	-13	0.6	-6	1
Cc1cc2c(c(SCC(=O)Nc3ccc(C)c(C)c3)n1)C(=O)OC2	4	-1	-2	-2	-10	-18	0.5	0	-8
CC1(C)Cc2ccccc2C2=NNC(=O)C2=N1	-2	6	-1	-9	22	-8	0.2	22	0
COc1ccc(NC(=O)Nc2cccc([N+](=O)[O-])c2)cc1Cl	-27	-14	-2	8[fluorescence artefact?]	-1	6	58	3	2
O=C(CSc1nnc2c(Cl)cc(C(F)(F)F)cn12)NCc1ccc(F)cc1	-6	-7	-2	-23[fluorescence artefact?]	3	-4	3.5	2	0
COc1ccc(C(=O)/C=C/c2ccc(O)cc2)c(O)c1CC=C(C)C	-33	-4	-2	5[fluorescence artefact?]	0	·	7.0	-7	1
CCOC(=O)/C=C/CN(C(=O)OC(C)(C)C)S(=O)(=O)N1CC=CC1	-2	-15	-1	-7	28	1	0.6	-11	0
CCCOC(=S)NC(=O)c1sc2ccccc2c1Cl	-10	-17	0	-2	3	-6	0.2	-4	3
Cc1cccc(C)c1N1CC(=O)N(c2c(C)cccc2C)CC1=O	-8	-13	-1	4	0	-9	-0.1	1	2
O=c1[nH]c2c(c3c1CCCC3)CCCC2	-6	1	2	16	1	-9	0.1	4	-2
Cc1cccc(-n2nc(C)cc2N)c1	-12	-11	0	36	2	-26	0.1	-1	1
Cc1cc(C)nc(Nc2n[nH]c(-c3cccc4ccccc34)n2)n1	-10	-14	-3	10	2	-2	0.3	1	-3
Cc1nn(-c2ncc(C(F)(F)F)cc2Cl)c(=O)n1-c1ccccc1	-4	-5	2	3	2	-12	0.5	4	2
COc1ccc(CCNC(=O)Nc2ccc([N+](=O)[O-])cc2)cc1OC	-8	1	-1	-1	12	11	5.8	-21	-1
CCCOC(=O)c1ccc(NC(=O)c2c(Cl)ccc(Cl)c2OC)cc1	1	-1	2	-5	1	-3	3.2	-8	6
Cc1ccc(C)c(NC(=O)CSc2nnc3n2CCCCC3)c1	-4	7	2	-1	0	-11	0.5	-2	3
CCCNC(=O)CS(=O)(=O)Cc1nc(-c2ccccc2C)oc1C	1	-22	-1	2	1	-7	0.2	2	1
COc1cc(/C=N/NC(=O)c2cccnc2)ccc1OS(=O)(=O)c1cc(C)ccc1C	-12	2	-11	20	-1	-15	-0.1	28	-13
CC(=O)N(Cc1cccs1)Cc1cc2ccc(C)c(C)c2nc1Cl	-5	-8	-2	0	12	-3	1.0	2	-4
Cc1ccc(S(=O)(=O)Nc2nc(C)cc(N/N=C/c3ccc(O)cc3)n2)cc1	-12	-7	0	-3[fluorescence artefact?]	4	-9	1.2	-56	2
c1ccc(-c2ccccc2-c2nc(-c3cccnc3)no2)cc1	-10	-13	-2	-5	11	-11	-0.3	5	2

In another format: two of the compounds above.
molecule | p47phox inh | EBV gp42 inh | Runt-CBFb FRET | 14-3-3 Bad PPI | Hck Nef HTS | MDM2 E3 inh | L929 necroptosis | Tb hexokinase | Runt-SMMHC FRET
Cc1ccc(C)c(NC(=O)CSc2nnc3n2CCCCC3)c1 | -4 | 7 | 2 | -1 | 0 | -11 | 0.5 | -2 | 3
COc1cc(/C=N/NC(=O)c2cccnc2)ccc1OS(=O)(=O)c1cc(C)ccc1C | -12 | 2 | -11 | 20 | -1 | -15 | -0.1 | 28 | -13

(further entries)
SMILES	p47phox inh	EBV gp42 inh	Runt-CBFb FRET	14-3-3 Bad PPI	Hck Nef HTS	MDM2 E3 inh	L929 necroptosis	Tb hexokinase	Runt-SMMHC FRET
CCOc1ccccc1Nc1nnc(SCC(=O)NC(=O)c2cccn2C)s1	-3	3	-6	-15[fluorescence artefact?]	5	-5	-0.2	15	1
CC1Cc2ccccc2N1C(=O)COC(=O)c1ccc(O)cc1 (centres undefined)	-57	-25	1	-1	9	-19	0.0	-5	-7
CC(CC(=O)O)Nc1ccccc1O (centres undefined)	-3	-5	12	2	19	-9	1.7	1	5
COc1ccc(NC(=O)CC2Nc3ccccc3NC2=O)c([N+](=O)[O-])c1 (centres undefined)	7	-11	-2	12	-9	2	0.7	-18	-3
COC(=O)CN(C#N)c1nc(OC)nc(N(C)C)n1	-10	-10	2	2	2	-7	0.0	4	1
COc1ccc(S(=O)(=O)N2CCCCC2)cc1NC(=O)CN1CCN(C(C)=O)CC1	-3	-10	0	-9	28	-9	0.7	1	-4
Oc1ccc(/C=N/NC(=S)Nc2cccnc2)c(O)c1	-13	-2	16	1	5	-16	0.6	-27	23
CC(CC(=O)Nc1nncs1)c1ccccc1 (centres undefined)	-15	-24	-2	0	-9	-1	·	7	4
C/C(=N\NC(=O)C(NC(=O)c1ccccc1)C(C)C)c1ccccc1 (centres undefined)	-13	-15	-2	-13[fluorescence artefact?]	-2	-9	-0.3	6	-7
O=C1NCCN(Cc2cccc(Oc3ccccc3)c2)C1CC(=O)N1CCCCO1 (centres undefined)	2	-10	-3	-11	24	5	-0.2	5	-4
CC(=O)c1ccc(N=C2SCCCN2C(=O)C2CCCCC2)cc1	-2	-1	-1	4	23	-13	0.8	-17	0
CCc1cn([C@H]2C[C@H](O)[C@@H](CO)O2)c(=O)[nH]c1=O	-3	-1	2	-6	-5	·	1.7	1	-2
O=C(NCc1ccc2c(c1)OCO2)c1cccc(C(=O)NCc2ccc3c(c2)OCO3)c1	-7	-4	1	-1[fluorescence artefact?]	2	-8	1.1	-3	2
CCOC(=O)N1CCN(c2cc(N3CCOCC3)c(F)cc2[N+](=O)[O-])CC1	-8	-17	-2	-6	-3	-5	0.5	-6	1
C/C(CC(=O)NCc1ccco1)=N\NC(=O)Cc1ccc(-c2ccccc2)cc1	5	0	0	8[fluorescence artefact?]	2	-9	1.2	-6	1
Cc1cc(C)n(-c2nc3ccccc3s2)n1	-8	-4	2	-2	21	5	4.9	2	-1
Cc1cccc(NC(=S)NNC(=S)NCc2ccccc2)c1	-8	-23	7	-9	2	-13	-0.4	-3	7
CC1CC(C)(C)NC(=S)N1CCC(=O)N1c2ccccc2CC1C (centres undefined)	-3	-17	2	-16	17	-3	2.6	-3	-1
CCOc1ccccc1C(=O)OCC(=O)Nc1cc(Cl)ccc1Oc1ccccc1	-4	-4	-2	1[fluorescence artefact?]	3	-9	-0.5	8	-2
Cn1c(SCC(=O)O)nnc1-c1cccc(NC(=O)c2cccc3ccccc23)c1	-6	-17	-3	0	3	-2	1.1	5	-3
CSc1nnc(Nc2ccccc2C)s1	-2	-7	2	2	9	-3	-0.2	-9	-2
Oc1ccccc1/C=N/n1c(-c2cccs2)n[nH]c1=S	0	-58	0	12	0	-3	0.3	0	-22
O=C(Nc1ccccc1)c1ccccc1N=Cc1ccccc1O	-16	-3	0	3[fluorescence artefact?]	4	4	0.0	1	1
O=[N+]([O-])c1ccccc1/C=C\C=N\N1CCN(c2ccccc2)CC1	-5	-3	0	-11	10	1	1.7	-13	0
O=C(CN(Cc1ccccc1)S(=O)(=O)c1ccccc1)N/N=C/c1ccc2c(c1)OCO2	-33	-17	-2	-7	-2	-12	-0.2	-7	-2
CCc1ncc(C(O)c2cccc(OC)c2OC)n1C (centres undefined)	-10	-16	0	3	3	-20	-1.1	-4	28
O=C(NC1CCCCC1)Oc1cccc2ccccc12	-2	-24	16	-7	19	1	2.8	-5	7

Source: PubChem BioAssay (several laboratories)

Hits appear at their usual frequency; about 3.2% have a hit in one of these screens.
